Screening data (PubChem)
PTEN del growth = growth suppression of PTEN-null HCT116, primary screen, cell-based, CellTiter-Glo; HCT116 PTEN-null viability, 60 h; stronger effect = lower value; viability, % at 10 µM; actives 1.2% (n = 140,000); AID 827, 2007;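 active = viability at or below a set limit, 4 SD under the median of all tested compounds, cut at about 3.7% in these data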;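 also: PTEN knockout HCT116 line with beta catenin targeted HCT116 as companion control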
MRP1 act = H69AR viability gain despite doxorubicin, primary screen, MRP-1 activator project, H69AR cells, CellTiter-Glo. viability rescue. viability increase, % at 10 µM. actives 0.61% (n = 140,000);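 active = viability gain under doxorubicin at or above a set limit, the compound median plus 3 SD, cut at about 4.7% in these data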;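 also: MRP-1 overexpressing cells given doxorubicin 25 µM after compound pretreatment; 18-22 h compound pretreatment then 72 h with doxorubicin before readout; 0% = doxorubicin-only wells and 100% = vehicle-treated cells without doxorubicin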
E-sel TNF inh = E-selectin induction blockers in HUVEC – imaging, immunofluorescence, high content, primary screen; AID 1246, 2008; inhibition, % at 2 µM; actives 0.71% (n = 120,000); HUVEC TNFa-induced E-selectin immunofluorescence;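 active = inhibition above the batch mean plus 3 SD, and confirmed as a hit on visual image review, cut at about 43% in these data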;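 also: 0% = TNF-stimulated DMSO wells and 100% = unstimulated control wells; not every result past the cut was called active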
Phagocyt inh = inhibitors of macrophage phagocytosis, primary screen, imaging, J774A.1 cells, IgG beads; J774A.1 macrophage IgG-bead phagocytosis; inhibition, % at 5 µM; actives 0.07% (n = 110,000);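 active = inhibition above the mean of the plate negative controls plus 5 SD, cut at about 13% in these data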;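 also: phagocytic index as fraction of beads internalized from green versus red external bead signal; plate controls were DMSO negative control for no effect and cytochalasin-D positive control for full effect; some results beyond the cut were filed as inactive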
Measles CPE = compounds protecting cells from measles virus cytopathic effect, primary screen, measles RdRp inhibitor project, single point, MLSMR library, absorbance; Measles virus-infected cells, CPE protection; protection (pct of control), % at 4 µM; actives 1.5% (n = 140,000); in the data active = protection mostly above about 24%, no sharp cut-off; inactive = mostly below about 26%; also: some compounds called inactive have numbers as strong as hits
NPY Y2 blocker = NPY-Y2 receptor antagonists, primary screen, cell-based. AID 793, 2007. inhibition, % at 2.7 µM. actives 0.99% (n = 140,000). NPY-Y2 expressing cells, antagonist mode; in the data active = inhibition above about 17%;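 also: 0% = vehicle with agonist challenge and 100% = reference antagonist with challenge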
Target sequence (P49146 whole entry, looked up): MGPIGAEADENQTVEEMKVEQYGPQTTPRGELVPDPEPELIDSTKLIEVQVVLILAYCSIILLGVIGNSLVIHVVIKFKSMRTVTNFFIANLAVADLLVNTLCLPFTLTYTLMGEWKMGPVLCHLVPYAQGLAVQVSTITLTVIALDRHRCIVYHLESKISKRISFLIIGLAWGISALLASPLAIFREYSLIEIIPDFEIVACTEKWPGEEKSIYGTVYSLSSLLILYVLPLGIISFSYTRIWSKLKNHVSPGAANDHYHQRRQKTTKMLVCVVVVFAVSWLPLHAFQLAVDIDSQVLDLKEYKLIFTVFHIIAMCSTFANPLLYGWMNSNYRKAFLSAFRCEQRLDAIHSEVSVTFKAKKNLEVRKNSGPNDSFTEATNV
GALR2 blocker = GALR2 antagonists in receptor-expressing cells, primary screen | actives 0.39% (n = 140,000) | antagonist mode | inhibition, % at 4 µM | Galanin receptor type 2 (Homo sapiens), O43603; in the data active = inhibition above about 27%;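 also: cells stimulated with galanin 1-16 at roughly its EC80; 0% = agonist challenge control and 100% = basal control without agonist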
Target sequence (O43603 whole entry, looked up): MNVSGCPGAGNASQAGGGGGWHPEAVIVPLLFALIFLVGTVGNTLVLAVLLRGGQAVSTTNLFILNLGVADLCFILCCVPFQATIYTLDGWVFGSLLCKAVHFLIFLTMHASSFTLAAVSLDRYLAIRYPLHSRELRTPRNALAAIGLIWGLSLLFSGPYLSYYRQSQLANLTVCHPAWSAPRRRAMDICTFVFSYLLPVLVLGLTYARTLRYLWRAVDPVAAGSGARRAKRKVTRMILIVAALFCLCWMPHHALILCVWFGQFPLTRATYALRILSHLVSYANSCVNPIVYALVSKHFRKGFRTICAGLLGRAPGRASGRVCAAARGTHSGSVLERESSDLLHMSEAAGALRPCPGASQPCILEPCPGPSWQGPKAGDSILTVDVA
Yeast lifespan up = compounds extending yeast replicative lifespan, primary screen, S. cerevisiae, OD615; S. cerevisiae growth with nicotinamide; deaD strain in restrictive glucose medium; inhibition of the nicotinamide effect, % at 10 µM; actives 0.68% (n = 130,000); AID 775, 2007;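 active = inhibition above a set limit, placed 3 SD over the median of all compounds, cut at about 26% in these data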;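 also: 0% = nicotinamide-treated wells and 100% = cells grown without nicotinamide; some compounds called inactive have numbers as strong as hits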
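Test system: DeaD-strain S. cerevisiae / Buffer or medium: restrictive glucose medium / Also added: nicotinamide 1.5 mM / Doses: one concentration, 10 µM, DMSO 0.25% / Schedule: 48 h at 30 °C / Signal: OD615 measurement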
HCT116 bCat-KO = primary screen for growth suppressors in beta-catenin knockout HCT116 cells (colon tumor, human); HCT116 beta-catenin knockout viability, CellTiter-Glo, 60 h; stronger effect = lower value; actives 1.5% (n = 140,000); viability, % at 10 µM;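 active = viability at or under a set limit, the compound median less 4 SD, cut at about 6% in these data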;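 also: 0% = Hyamine 1622 control at 20 µM and 100% = untreated cell control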
BB579 growth dn = growth inhibitors of yeast BB579 in restrictive medium, primary screen, yeast lifespan-shortening project, S. cerevisiae | OD615, 48 h | actives 0.51% (n = 140,000) | inhibition, % at 10 µM;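 active = inhibition above a set limit, 3 SD over the mean compound inhibition, cut at about 44% in these data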; also: inactives centre near -24
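Assay system – yeast BB579 (DeaD) · Dosing – single compound dose of 10 µM, 0.25% DMSO final · Detection – OD615 turbidity measurement · Buffer or medium – CSMM-D restrictive synthetic medium containing dextrose (glucose) · Benchmarks – positive control amphotericin B 10 µg/mL · Incubation – 48 h exposure, 30 °C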
Active calls of the source: *; nt = not tested or not shown.

SMILES	PTEN del growth	MRP1 act	E-sel TNF inh	Phagocyt inh	Measles CPE	NPY Y2 blocker	GALR2 blocker	Yeast lifespan up	HCT116 bCat-KO	BB579 growth dn
Cc1ccc(Cn2c(CN3CCOCC3)nc3c2c(=O)[nH]c(=O)n3C)cc1	99	-2.2	nt	nt	35	5	-4	-5	85	-38
CCOC(=O)C(=O)Nc1nc(-c2ccccc2)c(CC)s1	105	-0.3	6	-1	3	6	-2	-11	101	-72
Cn1c(=O)c2sccc2n2c(CCCC(=O)NCc3ccc4c(c3)OCO4)nnc12	107	-0.4	-38	nt	7	0	2	-16	98	-31
CCCCC(C(=O)NC(C)(C)C)N(Cc1ccco1)C(=O)c1snc(C(N)=O)c1N (stereo not given)	78	-2.3	5	-2	25	-1	-3	-7	74	-10
O=C(COC(=O)/C=C/c1nc2ccccc2s1)Nc1cccc2ccccc12	95	-1.8	-30	6	3	0	17	-2	98	-25
COc1ccc(Br)cc1CNC(=O)C1CCCN(c2nc3ccccc3o2)C1 (stereo not given)	91	-3.0	nt	-1	13	4	5	-1	99	-35
CCOC(=O)c1c(NC(=O)c2c(Br)cnn2C)c(C#N)nn1-c1ccccc1	37	-1.5	-10	-2	4	4	1	-15	48	-51
CCCOc1cc(CC(=O)NCc2ccco2)ccc1OC	89	-0.6	-22	1	10	-2	-9	-10	98	-26
COc1ccccc1N(CCC#N)C(=O)CSc1nc(-c2ccccc2)cn1N	98	-0.7	-1	-1	15	0	15	-4	92	-20
CCCCC1C2=C(CC(C)(C)CC2=O)OC2=C1C(=O)CC(C)(C)C2	82	-2.5	nt	-9	7	1	4	2	88	-7
CCOc1ccc2oc(C(=O)OCC(=O)NC(=O)NC3CCCC3)c(C)c2c1	108	-1.3	nt	0	8	3	-1	-4	95	-13
O=C(O)COc1ccccc1O	93	-0.8	-10	-1	6	-1	3	-4	91	-21
COC(=O)c1ccc(COC(=O)c2[nH]c(C)c(C(C)=O)c2C)o1	57	-3.3	nt	-1	-1	-2	27*	-9	47	-23
COc1ccc(N/C(=N\c2nc(C)cc(C)n2)NC(C)=O)cc1OC	110	-1.3	nt	-1	20	5	-10	-3	97	-23
Cc1cc(OCc2ccc(C(=O)NN=C3CCCC3)cc2)ccc1Cl	82	-0.5	nt	10	13	3	13	-6	81	97*
CCOC(=O)c1cc[n+](CC(=O)c2ccc(F)cc2)cc1	99	0.9	nt	2	10	0	-2	-1	102	11
Cc1ccc(-n2c(N)c(C(=O)N3CCOCC3)sc2=S)cc1	103	-1.1	-8	1	4	-1	3	-13	111	32
CC(C)C(NC(=O)c1ccccc1)C(=O)N/N=C\c1ccco1 (stereo not given)	110	1.3	-48	-2	0	5	5	-2	96	-32
COC(=O)c1ccc(SCC(=O)N2CCC(C)CC2)c([N+](=O)[O-])c1	95	-1.8	-21	-5	18	1	8	-3	89	-23
N#Cc1ccc(CSc2nnc(-c3cccs3)n2-c2ccccc2)cc1	82	-5.3	15	1	12	7	-15	-2	78	-61
COc1ccc(C)cc1S(=O)(=O)NC1CCCCC1	97	-1.2	2	-1	18	0	5	-7	95	-35
CCOC(=O)CSc1nc2ccccc2c(=O)n1CC1CCC(C(=O)NCc2ccco2)CC1 (stereo not given)	87	-1.9	-9	nt	9	2	-2	-20	103	-45
Cc1cc(C)c(NC(=O)C2CCN(c3cnccn3)CC2)c(C)c1	99	-2.7	-28	nt	2	2	-3	nt	100	-12
COc1cc(/C=C/C(=O)Nc2nnc(CC(C)C)s2)cc(OC)c1OC	76	-3.5	4	-2	5	1	11	2	84	-5
Nc1nnc(SCC(=O)Nc2cc(C(F)(F)F)ccc2N2CCOCC2)s1	85	-3.2	-32	0	47	3	9	-8	85	40
CN(C)c1ccc(/C=N/N2C(=S)SC(C)(C)C2N(O)C(=O)Nc2ccc([N+](=O)[O-])cc2)cc1 (stereo not given)	84	-3.3	8	nt	4	-4	1	-24	78	-20
N#Cc1nc(-c2ccco2)oc1N1CCc2ccccc2C1	73	0.5	6	-2	35	8	1	-27	73	-43
Nc1nc(SCC(=O)OCc2ccccc2)[nH]c(=O)c1NC(=O)c1ccco1	87	-0.6	2	0	5	3	-3	-12	87	-11
CC(=O)c1ccc(N(C(=O)CS(=O)CC(=O)Nc2ccc(F)cc2)C(C(=O)NC2CCCCC2)c2cccs2)cc1 (stereo not given)	93	-1.3	3	0	5	1	12	17	90	-35
CCCCC[C@H](O)/C=C/[C@H]1C=CC(=O)[C@@H]1C/C=C\CCCC(=O)O	77	-2.2	nt	nt	48	-2	-12	-2	67	-25
CNS(=O)(=O)c1cccc(C(=O)OCC(=O)C23CC4CC(CC(C4)C2)C3)c1	107	1.0	2	0	1	4	-22	1	98	-24
CCOc1cc(C2C(C(=O)c3ccccc3)=C(C(=O)OC)Nc3nnnn32)ccc1O (stereo not given)	98	-1.3	7	-1	17	2	10	-15	89	-18
O=[N+]([O-])c1ccccc1NCCNS(=O)(=O)c1ccc(Cl)cc1	92	-1.3	nt	-6	19	5	6	3	94	-8
Cc1nc2ccc(NS(=O)(=O)c3ccc(C)c(C)c3)cc2s1	34	-1.7	3	-1	1	5	0	-6	27	-36
O=C(O)c1ccccc1C(=O)NCC(O)COCC1CC=CCC1 (stereo not given)	101	-0.4	5	2	5	2	-2	-3	93	-43
O=C1CCCc2nc3nc4ccccc4n3cc21	105	-1.3	nt	-2	3	0	1	-23	88	-4
O=C(CCSc1nc(-c2ccco2)cc(C(F)(F)F)n1)NCc1cccs1	94	-1.1	32	nt	22	6	-4	nt	92	-32
O=c1oc(-c2ccco2)nc2sc3c(c12)CCCC3	104	0.7	6	nt	8	7	4	nt	96	-27
CC(C)c1cc(C(=O)O)on1	107	0.5	8	3	15	4	9	-3	101	-38
COc1ccc(CC(=O)OCN2C(=O)c3ccccc3C2=O)cc1	90	0.4	nt	-1	3	5	2	-11	92	-14
O=C(Cc1ccc(F)cc1)NCCc1ccc(F)cc1	103	-0.4	4	1	9	1	-5	-13	102	-23
CCOc1ccc(NS(=O)(=O)c2ccc3c(c2)oc(=O)n3C)cc1	93	-0.6	nt	nt	31	0	5	-5	102	-25
CC1=C(C#N)CCC(=O)N1Cc1ccc(C)cc1	89	-1.9	0	-5	7	2	1	4	87	-32
NC(=O)C(=O)NN=C1CCC(c2ccccc2)CC1 (stereo not given)	90	-2.2	-7	-3	2	0	-14	10	96	-21
CCn1c(SCC(=O)NCC2CCCO2)nnc1-c1c[nH]c2ccccc12 (stereo not given)	91	0.1	-6	-2	5	1	-7	-2	89	-7
COc1ccccc1NC(=O)c1cnc2n(c1=O)CCS2	79	-1.8	nt	nt	30	0	-9	-28	94	-24
CN(C)/C=N/c1cc(=O)[nH]c(=O)n1Cc1ccccc1	88	-0.7	16	nt	2	-1	-8	3	82	6
CC(=O)NC1CC2CCCC(C1)N2S(=O)(=O)c1ccccc1 (stereo not given)	99	-0.9	19	-1	19	1	-5	4	102	-1
CC(C)CCOC(=O)C1[C@H]2C(=O)N(Cc3cccs3)C[C@]23C=C[C@H]1O3 (stereo not given in full)	102	-0.5	nt	-1	14	1	8	-12	106	-50
O=c1oc2ccccc2cc1NCc1ccccc1O	92	-3.2	nt	0	29	4	-1	-9	84	-30
The list goes on:
SMILES	PTEN del growth	MRP1 act	E-sel TNF inh	Phagocyt inh	Measles CPE	NPY Y2 blocker	GALR2 blocker	Yeast lifespan up	HCT116 bCat-KO	BB579 growth dn
O=C(N/N=C/c1ccco1)c1ccc(Br)o1	103	0.5	-21	nt	10	7	-6	-16	108	-32
CCCn1c(SCC#N)nc2c(c1=O)C1(CCCC1)Cc1ccccc1-2	62	-4.4	nt	0	6	7	-5	-6	64	-13
N=c1c(C(=O)NCc2ccc(F)cc2)cc2c(=O)n3ccccc3nc2n1CCCN1CCOCC1	56	-4.2	nt	0	17	6	-17	-6	53	-44
CCCNc1ccc(S(=O)(=O)N(C(C)C)C(C)C)cn1	106	-1.8	nt	12	24	0	-5	7	92	-3
O=C(Nc1nccs1)c1ccc(CSc2nnnn2-c2ccccc2)cc1	63	-1.6	9	4	7	1	-2	-19	59	-21
Cc1ccc(N2CC(c3nc4ccccc4[nH]3)CC2=O)c(C)c1 (stereo not given)	93	-1.1	5	nt	10	0	-9	-3	90	-15

Compounds listed so far with a furan ring, fused or not (11):
SMILES	PTEN del growth	MRP1 act	E-sel TNF inh	Phagocyt inh	Measles CPE	NPY Y2 blocker	GALR2 blocker	Yeast lifespan up	HCT116 bCat-KO	BB579 growth dn
CCCCC(C(=O)NC(C)(C)C)N(Cc1ccco1)C(=O)c1snc(C(N)=O)c1N (stereo not given)	78	-2.3	5	-2	25	-1	-3	-7	74	-10
CCCOc1cc(CC(=O)NCc2ccco2)ccc1OC	89	-0.6	-22	1	10	-2	-9	-10	98	-26
CCOc1ccc2oc(C(=O)OCC(=O)NC(=O)NC3CCCC3)c(C)c2c1	108	-1.3	nt	0	8	3	-1	-4	95	-13
COC(=O)c1ccc(COC(=O)c2[nH]c(C)c(C(C)=O)c2C)o1	57	-3.3	nt	-1	-1	-2	27*	-9	47	-23
CC(C)C(NC(=O)c1ccccc1)C(=O)N/N=C\c1ccco1 (stereo not given)	110	1.3	-48	-2	0	5	5	-2	96	-32
CCOC(=O)CSc1nc2ccccc2c(=O)n1CC1CCC(C(=O)NCc2ccco2)CC1 (stereo not given)	87	-1.9	-9	nt	9	2	-2	-20	103	-45
N#Cc1nc(-c2ccco2)oc1N1CCc2ccccc2C1	73	0.5	6	-2	35	8	1	-27	73	-43
Nc1nc(SCC(=O)OCc2ccccc2)[nH]c(=O)c1NC(=O)c1ccco1	87	-0.6	2	0	5	3	-3	-12	87	-11
O=C(CCSc1nc(-c2ccco2)cc(C(F)(F)F)n1)NCc1cccs1	94	-1.1	32	nt	22	6	-4	nt	92	-32
O=c1oc(-c2ccco2)nc2sc3c(c12)CCCC3	104	0.7	6	nt	8	7	4	nt	96	-27
O=C(N/N=C/c1ccco1)c1ccc(Br)o1	103	0.5	-21	nt	10	7	-6	-16	108	-32

Only Yeast lifespan up and BB579 growth dn (2 entries from above):
SMILES	Yeast lifespan up	BB579 growth dn
Nc1nc(SCC(=O)OCc2ccccc2)[nH]c(=O)c1NC(=O)c1ccco1	-12	-11
CC(=O)c1ccc(N(C(=O)CS(=O)CC(=O)Nc2ccc(F)cc2)C(C(=O)NC2CCCCC2)c2cccs2)cc1 (stereo not given)	17	-35

This is a random part of the collection. Share with any hit: about 6.2%.
